Source: PubChem BioAssay
C8 TRAIL sens: viability loss with TRAIL in NB7+C8 cells, primary screen, TRAIL sensitizer project, cell-based, ATPlite luminescence; inhibition (viability loss, TRAIL sensitization), % at 10 µM; 360,000 compounds, 1% hits; AID 624354, 2012;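 active = compounds causing at least 50% loss of cell viability in the single-dose screen, relative to plate controls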
SRC3 inh: SRC3 coactivator transcriptional activity inhibitors, primary screen, cell-based, luminescence; Nuclear receptor coactivator 3 (Homo sapiens), Q9Y6Q9; HEK293 GAL4-SRC3 luciferase reporter; inhibition, % at 3.6 µM; 360,000 compounds, 0.17% hits; AID 588352, 2011;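 active = inhibition above a per-campaign cutoff, the mean of all compounds plus 3 SD, cut at about 60% in these data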;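 also: 0% = DMSO-treated cells and 100% = gossypol-treated cells at 36 µM; higher means less SRC3-driven luciferase light from the GAL4 reporter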
Vif inh: HIV Vif self-association inhibitors, primary screen, imaging, HEK293T, single point; 340,000 compounds, 0.35% hits; AID 602346, 2012; HEK293T cells, Vif self-association by quenched fluorescence, 24 h; inhibition, % at 7.49 µM; in the data active = inhibition above about 50%, passing the limit was not always enough; also: some results filed as inactive read as strong as hits
NOD2 RIPK2 PPI: NOD2-RIPK2 binding disruptors in cells, primary screen, fluorescence, CHO cells, BLA complementation; CCF4 ratio; 360,000 compounds, 0.38% hits; inhibition, % at 4.98 µM; Receptor-interacting serine/threonine-protein kinase 2 (Homo sapiens), O43353; in the data active = inhibition above about 21%;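 also: 0% = vehicle only and 100% = reference blocker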
NCOA1 inh: SRC1 coactivator transcriptional activity inhibitors, primary screen, cell-based, luminescence. HEK293 GAL4-SRC1 luciferase reporter. Nuclear receptor coactivator 1 (Homo sapiens), Q15788. inhibition, % at 3.6 µM. 360,000 compounds, 0.12% hits;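 active = inhibition above the campaign mean plus 3 SD, with each screening campaign given its own cutoff, cut at about 60% in these data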;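 also: 0% = DMSO treated cells and 100% = gossypol at 36 µM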
TROY NFkB inh: inhibitors of TROY-driven NF-kB signaling, primary screen, Q293 LMP1-TROYcd cells, NF-kB luciferase, uHTS; Q293 LMP1-TROYcd NF-kB luciferase reporter, 4 h; inhibition, % at 10 µM; 360,000 compounds, 0.98% hits; AID 1347056, 2019;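 active = compounds whose plate-normalised and pattern-corrected inhibition of the luciferase reporter signal at the single screening dose is 50% or more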
LRH-1 inv ag: LRH-1 (NR5A2) inverse agonists, primary screen, cell-based, luminescence, HEK293T, StAR-luciferase reporter; inhibition, % at 3.6 µM; 360,000 compounds, 0.13% hits; LRH-1 transfected, 24 h; Nuclear receptor subfamily 5 group A member 2 (Homo sapiens), O00482;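 active = inhibition above the mean inhibition of all tested compounds plus 3 SD, cut at about 73% in these data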;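 also: 0% = DMSO wells and 100% = reporter-only cells lacking LRH-1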
COUP-TFII inh: NR2F2 transcriptional activity inhibitors, primary screen, cell-based, luciferase reporter, HEK293T, luminescence. COUP transcription factor 2 (Homo sapiens), P24468. HEK293T NGFI-A luciferase reporter. inhibition, % at 8.6 µM. 370,000 compounds, 0.7% hits;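 active = inhibition above a per-plate cutoff, mean inhibition of test wells between control levels plus 3 SD, cut at about 38% in these data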;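 also: cells cotransfected with COUP-TFII expression vector driving the NGFI-A reporter; 0% = median of COUP-TF2 test wells and 100% = reporter-only cells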
LMP1 NFkB inh: EBV LMP1-driven NF-kappaB luciferase reporter inhibitors, primary screen, cell-based, luminescence, single point | LMP1-induced NF-kappaB luciferase reporter cells | 350,000 compounds, 0.69% hits | inhibition, % at 12.5 µM; in the data active = inhibition above about 41%;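 also: 0% = neutral control wells and 100% = reference inhibitor control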
SRC2 inh: inhibition of GAL4-SRC2 driven luciferase reporter, primary screen, SRC2 inhibitor project, cell-based, luminescence; AID 651957, 2012; inhibition, % at 9 µM; HEK293 GAL4-SRC2 luciferase reporter; 370,000 compounds, 0.17% hits; Nuclear receptor coactivator 2 (Homo sapiens), Q15596;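 active = inhibition above the mean inhibition of all tested compounds plus 3 SD, set per campaign, cut at about 52% in these data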;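 also: 0% = DMSO treated cells and 100% = cells given Gossypol at 36 µM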
Target sequence (Q15596 whole entry, looked up, the tested form may be a part): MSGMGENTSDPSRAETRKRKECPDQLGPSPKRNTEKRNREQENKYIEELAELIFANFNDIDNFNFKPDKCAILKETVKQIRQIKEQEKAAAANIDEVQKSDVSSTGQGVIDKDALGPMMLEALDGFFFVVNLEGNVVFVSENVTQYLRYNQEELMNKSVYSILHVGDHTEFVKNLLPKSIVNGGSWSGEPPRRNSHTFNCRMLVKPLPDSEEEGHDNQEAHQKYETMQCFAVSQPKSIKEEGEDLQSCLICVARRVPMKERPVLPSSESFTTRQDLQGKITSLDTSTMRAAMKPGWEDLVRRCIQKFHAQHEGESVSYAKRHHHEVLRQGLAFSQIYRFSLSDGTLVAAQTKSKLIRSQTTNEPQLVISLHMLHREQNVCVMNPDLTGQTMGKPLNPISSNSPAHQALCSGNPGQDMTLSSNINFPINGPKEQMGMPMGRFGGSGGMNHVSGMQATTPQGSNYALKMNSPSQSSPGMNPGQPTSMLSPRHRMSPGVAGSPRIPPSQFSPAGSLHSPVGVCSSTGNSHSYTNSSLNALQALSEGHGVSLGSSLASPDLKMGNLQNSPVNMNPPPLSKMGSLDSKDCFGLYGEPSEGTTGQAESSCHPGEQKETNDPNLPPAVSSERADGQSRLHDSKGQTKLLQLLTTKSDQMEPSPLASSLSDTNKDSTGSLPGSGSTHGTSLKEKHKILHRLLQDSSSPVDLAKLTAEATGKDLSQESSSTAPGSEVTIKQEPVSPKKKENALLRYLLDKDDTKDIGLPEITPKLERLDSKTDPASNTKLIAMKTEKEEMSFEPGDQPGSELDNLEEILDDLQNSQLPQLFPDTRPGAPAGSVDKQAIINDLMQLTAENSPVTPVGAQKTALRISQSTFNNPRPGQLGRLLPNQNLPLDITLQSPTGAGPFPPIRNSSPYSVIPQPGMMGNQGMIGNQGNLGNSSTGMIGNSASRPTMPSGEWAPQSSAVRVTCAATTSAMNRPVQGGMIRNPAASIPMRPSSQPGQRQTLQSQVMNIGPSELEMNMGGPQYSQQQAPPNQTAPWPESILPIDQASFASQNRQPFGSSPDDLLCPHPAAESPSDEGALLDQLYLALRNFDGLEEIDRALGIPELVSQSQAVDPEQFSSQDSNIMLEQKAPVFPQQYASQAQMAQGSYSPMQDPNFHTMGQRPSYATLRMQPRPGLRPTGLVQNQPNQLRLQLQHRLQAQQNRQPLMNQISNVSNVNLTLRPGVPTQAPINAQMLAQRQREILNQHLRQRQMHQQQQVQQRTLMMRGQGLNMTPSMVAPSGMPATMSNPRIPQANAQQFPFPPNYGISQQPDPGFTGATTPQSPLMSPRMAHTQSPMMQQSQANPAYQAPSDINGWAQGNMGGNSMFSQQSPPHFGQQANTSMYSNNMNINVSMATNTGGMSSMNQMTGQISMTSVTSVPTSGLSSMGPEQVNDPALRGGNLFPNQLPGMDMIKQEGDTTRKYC
TLR9-MyD88 inh: inhibitors of TLR9-MyD88 association in cells, primary screen, cell-based, CHO, BLA complementation, fluorescence; inhibition, % at 4.98 µM; 340,000 compounds, 0.21% hits; Toll-like receptor 9 (Homo sapiens) + Myeloid differentiation primary response protein …; AID 504734, 2011; CCF4 FRET ratio;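 active = inhibition above the mean over all tested compounds plus 3 SD, cut at about 21% in these data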;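 also: 0% = DMSO only wells and 100% = clavulanate BLA inhibitor control wells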
An asterisk follows results filed as active; . = no result given. Only part of the results is shown (hit frequency here may not be typical).

SMILES	C8 TRAIL sens	SRC3 inh	Vif inh	NOD2 RIPK2 PPI	NCOA1 inh	TROY NFkB inh	LRH-1 inv ag	COUP-TFII inh	LMP1 NFkB inh	SRC2 inh	TLR9-MyD88 inh
O=C1C2C3C=CC(C3)C2C(=O)N1c1ccncc1 (centres undefined)	4	18	-7	-8	-9	18	-6	-5	5	-1	-14
Cc1cccc(CC(=O)N2CCC(N3CCC(C(=O)N4CCOCC4)CC3)CC2)c1	3	2	0	1	2	6	-6	-1	1	-46	0
O=C(NCc1ccncc1)[C@@H]1CCCN1C(=O)[C@H]1CCCN1C(=O)c1cccs1	-5	.	.	-3	.	8	18	-12	.	6	.
CCOC(=O)c1cn(CC(=O)Nc2ccc3c(c2)OCCO3)nn1	-11	-14	-2	2	6	7	21	2	7	15	2
O=C(COC(=O)c1ccc(Br)cc1)Nc1cccnc1Cl	7	7	7	-2	-11	-5	1	-7	0	-19	2
OC(CNC1CCCCC1)CON=C1CCSc2c(Cl)cccc21 (centres undefined)	3	-10	-1	0	5	-14	18	-6	-23	-24	7
O=Cc1ccc(-c2cccc([N+](=O)[O-])c2)o1	-22	12	-18	0	0	-8	1	11	-2	-9	3
CCc1ccc(OCC(=O)NC(C)C)cc1	20	-3	1	2	-9	-6	-4	0	-8	-38	-4
O=[N+]([O-])c1ccc(CCn2ccnc2)cc1	6	-18	-10	-8	14	14	13	-19	-1	-28	0
CC1(C)Cc2noc(N)c2C(C)(C)N1OC(=O)c1scc2c1OCCO2	-4	15	3	-6	8	-4	9	8	-1	3	10
Cn1c(CCN2CCCC2)nc2cc(NS(=O)(=O)c3ccc(Cl)cc3)ccc21	-3	13	0	8	-10	3	0	-10	-4	1	7
Cn1c(COc2ccc(Cl)cc2Cl)nnc1SCC(=O)NCC1CCCO1 (centres undefined)	8	9	9	-3	-1	21	-5	-19	-11	-1	1
COc1ccc(CN2CC(=O)N(c3ccc(C)cc3)C2=S)cc1OC	2	11	-8	2	-4	4	4	-3	5	-11	-4
Cc1oc2cc3oc(=O)c(CCC(=O)NCCCN4CCCC4=O)c(C)c3cc2c1C	-6	2	-4	-2	-16	-28	-17	-9	0	-2	-1
Cc1cc(C)c(C)c(S(=O)(=O)NCc2ccc(C(=O)N3CCCC3)cc2)c1C	-2	13	2	1	-2	14	4	0	7	15	0
CCC(=O)Nc1ccc(C(=O)N2CCN(C(=O)c3ccco3)CC2)cc1	-4	-3	20	-7	-18	-3	-2	13	2	12	-8
COc1ccc(NC(=O)CN2C(=O)C(=O)N(C3CCCC3)C2=O)c(OC)c1	0	15	.	5	-6	12	-14	-7	3	23	-3
CC1CN(S(=O)(=O)c2ccc(-c3nc4ccccc4s3)cc2)CC(C)O1 (centres undefined)	1	1	1	-6	7	-12	5	-20	3	13	2
O=C(Cn1c(=O)[nH]c2ccccc2c1=O)N1CCN(c2cccc(Cl)c2)CC1	-2	23	-1	-4	16	8	12	2	-1	12	0
O=C(c1cc([N+](=O)[O-])cc([N+](=O)[O-])c1)N1CCOCC1	-5	9	-3	7	-1	-2	-12	-4	9	7	4
CC12CCC(=O)N1C(C(=O)NNC(=O)c1ccccc1Cl)CS2 (centres undefined)	1	3	30	-2	-1	-24	1	-5	-6	-2	-13
CCc1c(C)c(C#N)c2nc3ccccc3n2c1Nc1c(C)n(C)n(-c2ccccc2)c1=O	-9	2	-15	-1	1	9	-8	8	0	-30	-2
Cc1cc(C(F)(F)F)nn1Cc1n[nH]c(=S)n1-c1ccc(Cl)cc1	5	-8	2	-5	-3	-3	13	-1	5	-30	3
Cc1ccc2cc(CN(CCN3CCCC3)C(=O)Nc3ccccc3)c(=O)[nH]c2c1C	-16	11	12	-2	-19	-14	-6	7	-4	-23	-15
Cc1ccc(-n2c(CSc3nc(C)cc(C)n3)nnc2SCC(=O)Nc2nccs2)cc1	-3	14	4	-9	0	18	7	21	-10	-4	-5
Cc1cccc2cc(CN(Cc3ccco3)C(=O)c3ccco3)c(=O)[nH]c12	0	-4	5	-10	6	0	-5	-6	-7	19	4
CCOc1nc(NCCc2ccc(OC)c(OC)c2)nc(N2CCN(c3ccc(OC)cc3)CC2)n1	-11	11	-9	5	-93	-6	-25	-15	1	11	-3
O=C(O)c1ccc2c(c1)C(c1ccccc1)OC2=O (centres undefined)	-13	12	2	-1	-24	9	5	11	-2	-9	12
CCCc1nnc(NC(=O)CCC(=O)N2CCCCCC2)s1	-10	9	0	-7	0	-5	0	3	-4	-17	2
O=c1cc(Cc2ccccc2)[nH]c(=S)[nH]1	-8	7	6	-6	-2	-14	-7	8	-6	-9	7
COc1ccc(C)cc1NC(=O)CN1C(=O)c2cccc3cccc1c23	9	7	-8	4	-11	-9	3	10	5	-14	-17
CCOC(=O)/C(C#N)=C\c1ccc(OC)c(OC)c1	4	-14	-7	-4	-7	24	7	-11	4	-39	-5
Cc1ccc2c(c1)c(=O)c1c3n2CCN(C(=O)CCl)C3CC1 (centres undefined)	3	-11	1	-3	-14	3	8	-6	-5	15	0
CN1CCN(NC(=O)Nc2ccc([N+](=O)[O-])cc2)CC1	-6	-16	-16	0	-42	-2	-7	-12	1	-1	0
CCn1cc(C(=O)N2CCCC(N3CCN(c4cccc(C(F)(F)F)c4)CC3)C2)cn1 (centres undefined)	-6	9	-4	-3	-4	-2	8	5	-6	-18	-5
COc1ccc(Nc2ccc(OC)cc2)cc1	33	13	3	-9	0	-15	-6	-36	.	-47	.
Cn1c(NC(=O)c2cccnc2)nc2ccccc21	24	-35	2	10	-72	-47	-68	-18	-11	-68	5
COc1ccc(C2=NN(C(=O)CSc3ncccn3)C(c3ccc(C)cc3)C2)cc1 (centres undefined)	3	1	9	0	7	5	-4	14	2	-11	-10
O=S(=O)(c1ccc(Cl)cc1)N1CCN=C1SCc1cccnc1	-3	-1	1	-4	-5	-15	-23	1	-21	-19	-4
O=C(Cn1ncc2ccccc2c1=O)Nc1cccc(C(F)(F)F)c1	-7	-7	.	-5	1	-2	5	-12	-1	7	0
O=C(NCc1ccco1)C1CCC(N2C(=O)c3ccccc3C2=O)CC1 (centres undefined)	7	5	0	-7	-10	5	-13	-11	-5	-16	-6
Cc1ccc(CSc2nnc(CC(=O)Nc3ccc(C)cc3)n2C)cc1	-4	2	-4	5	4	7	8	1	0	3	4
O=c1[nH]c2ccccc2c2ccccc12	-3	7	2	-6	-2	-29	-12	0	-6	-11	0
OCCN1CCN(c2ncnc3c2ncn3[C@H]2CN(Cc3ccc(Cl)cc3)C[C@@H](CO)O2)CC1	6	5	-5	-5	-4	-9	12	2	.	-29	.
CCc1nc2ccc(C(=O)NCCc3ccco3)cc2nc1CC	-8	-45	-5	12	-34	-9	-36	.	-17	.	2
COc1cc(/C=N/NC(=O)c2cccs2)ccc1O	21	13	-10	-6	0	-26	-3	-13	-2	16	-2
O=c1c2ccccc2nc(SCc2ccc(F)cc2Cl)n1CCCN1CCOCC1	6	17	2	1	-1	5	4	-1	-12	-13	4
COc1ccc(C2=NN(C(=O)c3ccccc3C(=O)O)C(c3ccccc3O)C2)cc1 (centres undefined)	-2	-109	24	3	-70	-62	-84	-52	-3	-45	-1
CCCCCC(=O)NC(CC(=O)OC)c1ccc2c(c1)OCO2 (centres undefined)	-3	9	9	-1	-7	14	12	7	-17	-20	7
CCNc1nc(NCC)n2c(SCC(=O)Nc3cc(OC)ccc3OC)nnc2n1	-30	17	1	-9	-7	-7	14	-19	-5	-12	-13
Cc1cc(C)c2c(CN3CCN(Cc4ccc5c(c4)OCO5)CC3)cc(=O)oc2c1C	23	-4	-5	-4	-5	-4	18	-21	8	-14	8
Cc1nn(CC(=O)O)c(C)c1[N+](=O)[O-]	0	18	-10	-7	-12	-8	5	17	0	-8	-1
Cc1nc2ccccn2c1/C(O)=C1\C(=O)C(=O)N(CCN2CCOCC2)C1c1cccnc1 (centres undefined)	-5	17	-11	-11	11	4	-9	8	5	-4	-7
CN(CC(=O)Nc1ccc(F)cc1)C(=O)COC(=O)CSc1ccc(F)cc1	-3	0	9	0	-7	-16	11	-7	-16	20	-4
Cc1cc(C)nc(N2CCN(c3nnnn3-c3ccccc3)CC2)n1	-7	16	2	-11	5	10	10	-8	-5	28	4
Cc1nn(-c2ccccc2)c(=S)n1-c1ccccc1	-25	-2	8	5	1	26	-2	-4	0	6	-13
Cc1ccc(/C=N/NC(=O)c2cccc([N+](=O)[O-])c2)o1	-6	3	-4	-5	2	-23	11	-1	1	-37	13
COC(=O)Cc1ccc2sc(-c3ccccc3)nc2c1	63*	-90	-6	4	-121	12	-142	-35	-11	-45	13
O=c1cc(CO)oc(C(Nc2ccccn2)c2ccc(C(F)(F)F)cc2)c1O (centres undefined)	4	8	-35	9	-29	-64	3	-7	-8	15	12
O=C(O)c1cccc(CN2C(=O)SC(Nc3cccc4ccccc34)C2=O)c1 (centres undefined)	-1	15	-2	-3	-13	19	9	8	0	18	2

Additional structures follow.
SMILES	C8 TRAIL sens	SRC3 inh	Vif inh	NOD2 RIPK2 PPI	NCOA1 inh	TROY NFkB inh	LRH-1 inv ag	COUP-TFII inh	LMP1 NFkB inh	SRC2 inh	TLR9-MyD88 inh
CS(=O)(=O)N(CC(=O)N1CCCC1)c1ccc(Cl)c(Cl)c1	-8	-5	2	-17	-14	-7	14	6	-3	4	1
Cc1ccc(/C=C/C(=O)NCCc2c[nH]c3ccccc23)o1	-29	15	1	6	-9	-19	-9	14	14	-28	-6
CCC(C)(O)c1[nH]c2ccc(C(=O)OC)cc2c1C (centres undefined)	0	-19	3	-10	-21	-55	-62	-37	-9	-70	1
CCCCc1cc(=O)oc2c(CN(C)C)c(O)ccc12	1	-12	4	-27	-14	-1	18	11	7	-20	-4
Cc1ccc(C)c(-n2c(SCC(N)=O)nnc2-c2ccccn2)c1	1	31	.	-13	13	5	15	8	-3	-22	-1
C/C(=N\O)c1ccc2c(c1)OCCO2	-11	7	-4	5	5	15	-3	3	-3	-17	-15
CC(=O)N1CCN(CC(=O)Nc2ccc3c(c2)CCC3)CC1	8	-3	0	1	-9	-7	-8	4	2	16	2
O=C(CN1CCN(S(=O)(=O)c2ccc(Cl)c(C(F)(F)F)c2)CC1)NC(=O)NC1CCCCC1	-10	3	22	10	-22	-15	4	10	-14	-23	2
